CCHFV vOTU inh = blocks the CCHF virus ovarian tumor domain protease | AID 651958 | 370,000 tested, 0.55% active | CCHFV vOTU protease, Pep-AMC fluorescence | inhibition, % at 11.5 µM; in the data active = inhibition above about 30%; also: 0% = vehicle wells with enzyme and 100% = no enzyme wells
Rv3671c inh = Rv3671c (M. tuberculosis) protease inhibition. P9WHR9. inhibition, % at 5.96 µM. 320,000 tested, 0.048% active. AID 2606; in the data active = inhibition above about 38%;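 also: extracellular domain of Rv3671c used as enzyme; 0% = enzyme with DMSO and 100% = no enzyme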
Target sequence (P9WHR9 whole entry, looked up, the tested form may be a part): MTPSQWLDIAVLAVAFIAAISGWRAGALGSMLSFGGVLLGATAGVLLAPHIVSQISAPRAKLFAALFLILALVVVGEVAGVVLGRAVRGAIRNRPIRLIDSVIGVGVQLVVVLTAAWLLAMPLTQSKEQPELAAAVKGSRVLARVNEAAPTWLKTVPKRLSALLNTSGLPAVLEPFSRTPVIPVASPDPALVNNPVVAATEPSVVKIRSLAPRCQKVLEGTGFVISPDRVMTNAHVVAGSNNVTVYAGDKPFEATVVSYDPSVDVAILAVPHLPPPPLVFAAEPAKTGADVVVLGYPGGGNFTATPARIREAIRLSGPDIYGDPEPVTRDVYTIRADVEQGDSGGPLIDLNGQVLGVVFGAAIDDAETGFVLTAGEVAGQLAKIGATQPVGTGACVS
Yp Topo-I inh = Y. pestis Topo-I inhibition via cleavage products | 360,000 tested, 0.064% active | Y. pestis Topo-I cleavage product accumulation, plate reader | activity, % at 10 µM; in the data active = activity above about 50%, passing the limit was not always enough; also: inactives centre near 2
PriA SSB inh = inhibitors of Klebsiella pneumoniae PriA binding to SSB C-terminal tail | AlphaScreen SSBct-PriA binding, biotinylated peptide | inhibition, % at 33 µM | 430,000 tested, 0.6% active | AID 1272365; in the data active = inhibition mostly above about 37%, no sharp cut-off; inactive = mostly below about 20%;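 also: plate controls were negative control peptide for no effect and reference peptide for full effect; strong numbers were not always called active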
PrPC surface inh = inhibitors of human cell surface prion protein PrPC | TR-FRET read-out | inhibition, % at 13.8 µM | 370,000 tested, 0.43% active | AID 720596; in the data active = inhibition above about 24%; also: 0% = median of the test wells and 100% = reference compound wells
BH1578 lux ind = quorum light induction in luxS cqsA deficient V. cholerae; V. cholerae BH1578 lux reporter, luminescence, 6 h; activation, % at 18.7 µM; 350,000 tested, 0.16% active; in the data active = activation mostly above about 9.7%, no sharp cut-off; also: not every result past the cut was called active; inactives centre near 0; reference of the scale not given here
MazEF act = activators of E. coli MazEF toxin-antitoxin RNase | FAM/BHQ RNA-DNA oligo cleavage fluorescence, 5 h | activation, % at 20 µM | 350,000 tested, 0.32% active | AID 504720; in the data active = activation above about 50%
Target sequence (P0AE70 whole entry, looked up): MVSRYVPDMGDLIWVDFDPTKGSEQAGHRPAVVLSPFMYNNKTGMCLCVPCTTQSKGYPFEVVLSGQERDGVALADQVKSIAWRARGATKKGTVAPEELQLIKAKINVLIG
3CLpro inhibitor = SARS-CoV 3CLpro protease inhibition | P0C6X7 | recombinant SARS-CoV 3CLpro, quenched FRET peptide cleavage | inhibition, % at 6 µM | 290,000 tested, 0.14% active | AID 1706; in the data active = inhibition above about 12%
VHR inh abs = inhibitors of human VHR1 phosphatase (DUSP3); P51452; recombinant VHR phosphatase, pNPP absorbance; inhibition, % at 13.3 µM; 290,000 tested, 0.52% active; in the data active = inhibition above about 50%; also: some compounds called inactive have numbers as strong as hits
Target sequence (P51452 whole entry, looked up): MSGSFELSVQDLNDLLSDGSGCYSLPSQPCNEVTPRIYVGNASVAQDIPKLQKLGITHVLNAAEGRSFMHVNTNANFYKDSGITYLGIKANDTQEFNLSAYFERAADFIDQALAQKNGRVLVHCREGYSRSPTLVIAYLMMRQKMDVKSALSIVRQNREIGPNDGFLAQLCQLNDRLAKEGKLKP
TcdB inh = blocks C. difficile toxin B glycohydrolase activity; P18177; TcdB glycohydrolase enzymatic assay, plate reader; inhibition, % at 9.99 µM; 350,000 tested, 0.24% active; in the data active = inhibition above about 10%
An asterisk follows results filed as active; i = inactive; / = not tested or not shown; & = joins results of further samples.

SMILES | CCHFV vOTU inh | Rv3671c inh | Yp Topo-I inh | PriA SSB inh | PrPC surface inh | BH1578 lux ind | MazEF act | 3CLpro inhibitor | VHR inh abs | TcdB inh
Nc1ccc2nc(C(F)(F)F)[nH]c2c1 | 4.5 | -4.9 | 2.3 | -1.4 | 2.4 | -0.2 | 1.4 | 0.3 | 16.6 | 1.0
COc1ccc([C@@H]2Sc3ccccc3NC(=O)[C@@H]2O)cc1 | 3.3 | 0.7 | 2.1 | -19.0 | -7.9 | -0.3 | 3.3 | / | / | 1.0
CN1CCC2CC1c1cc(-c3ccc(C(F)(F)F)cc3)ccc12 (stereo not given) | 12.5 | / | 0.7 | -4.7 | 3.7 | -1.4 | 11.9 | / | / | 0.0
Cc1cc(=O)n2nc(N3CCC(C(=O)NC4CCCc5ccccc54)CC3)sc2n1 (stereo not given) | 7.6 | 10.4 | 12.6 | 0.4 | -2.9 | -2.1 | 7.5 | -1.1 | -3.8 | /
O=c1c2c3c(sc2nc2n1CCCC2)CCCCC3 | 2.7 | 9.7 | 3.3 | -5.7 | 4.2 | -1.4 | 0.3 | -3.8 | 18.7 | /
O=C(Cc1ccc(NC(=O)C2CCN(C(=O)C3CC3)CC2)cc1)Nc1cccc(C(=O)N2CCCC2)c1 | -1.8 | / | 12.4 | -7.0 | 1.6 | i | 6.7 | / | / | 0.9
COCCOC(=O)c1c(N)n(Cc2ccco2)c2nc3ccccc3nc12 | -192.3 | 1.3 | -2.3 | -14.3 | -8.4 | -0.9 | 43.6 | -4.7 | -22.6 | /
C[C@H](NC(=O)c1nc[nH]c1C(=O)N1CCc2ccccc2C1)C(=O)OC(C)(C)C | -5.4 | -4.6 | -6.3 | 13.7 | -0.2 | -0.4 | -10.2 | / | 3.5 | -6.2
CCOC(=O)c1c(CN2CCNCC2)nc2ccc(Cl)cc2c1-c1ccccc1 | 0.1 | / | -8.3 | 12.4 | -9.3 | 0.8 | 29.0 | / | / | -2.1
COCc1cccc(-c2csc(C(O)c3ccc(F)c(OC)c3)n2)c1 (stereo not given) | -5.9 | / | 4.1 | / | 4.1 | i | / | / | / | 0.7
O=C(COc1ccc(S(=O)(=O)N2CCCC2)cc1Cl)NC1CC1 | 5.8 | 8.6 | -3.0 | -9.1 | 4.2 | i | 8.4 | -1.6 | 19.7 | /
COCCCn1c(SCC(=O)N2CC(=O)Nc3ccccc32)nnc1-c1ccoc1C | -2.0 | 0.5 | 4.2 | -19.0 | -6.7 | i | -24.1 | 3.3 | -2.6 | /
O=C(CNC(=S)N(Cc1ccccc1Cl)C1CCCC1)NCCN1CCOCC1 | 12.7 | -4.6 | 7.2 | -2.5 | 1.8 | -3.1 | 9.6 | 0.1 | 5.5 | 0.5
COc1cc(NC(=O)c2ccccc2)c(OC)cc1NC(=O)CN1CCOCC1 | -1.8 | 7.3 | -0.6 | 7.2 | -0.3 | / | 9.7 | 0.2 | 15.4 | /
CS(=O)(=O)N(CC(=O)Nc1ccccc1)Cc1ccc(Cl)cc1 | 6.6 | 2.7 | 1.3 | -17.8 | -0.7 | -0.5 | 4.8 | 0.7 | 22.3 | 2.8
CCOC(=O)N1CCN(C(=O)Cc2ccsc2)CC1 | -2.1 | 0.1 | 1.6 | -15.1 | -1.0 | 1.9 | 12.1 | 5.2 | 36.7 | /
Cc1ccc(N2C(=O)c3ccc(C(=O)N4CCN(c5ccc(C)c(C)c5)CC4)cc3C2=O)cc1 | -15.6 | 13.4 | 2.6 | 3.4 | -5.0 | i | -2.7 | -3.3 | -2.7 | -0.5
CC(C)Oc1ccc(CNS(=O)(=O)c2csc(C(N)=O)c2)cc1 | -0.8 | 2.9 | 0.2 | -6.8 | 5.0 | 0.9 | 8.9 | 5.8 | -6.5 | 1.1
O=[N+]([O-])c1cc([As](=O)(O)c2ccc(O)c([N+](=O)[O-])c2)ccc1O | 0.7 | 0.2 | 8.3 | -1.1 | 9.2 | -0.5 | -0.1 | -5.1 | 13.3 | -0.8
O=C(Cc1sc(Nc2ccccc2)nc1-c1ccccc1)NCc1ccccc1 | 0.2 | -15.7 | 2.5 | 7.1 | 3.5 | -0.4 | 1.2 | 3.1 | 18.1 | 1.2
Cc1sc2nc(CSCC(=O)Nc3cc(F)ccc3F)[nH]c(=O)c2c1C | -4.0 | 4.0 | 2.6 | -6.7 | 4.3 | -2.0 | 1.1 | / | / | 0.5
CCOc1ccccc1NC(=O)CCCNC(=O)Cn1cnc2sc(C)c(C)c2c1=O | 14.9 | -2.4 | -12.2 | -15.0 | -6.3 | -0.3 | -10.6 | -3.4 | 30.6 | 2.7
COc1cc(CNCCc2ccc(S(N)(=O)=O)cc2)ccc1OCC(=O)NC1CCCCC1 | 5.1 | 1.3 | 8.2 | 3.7 | -6.3 | i | 7.1 | 11.3 | 21.3 | /
CCc1ccc(-n2c(O)cnc2Nc2nc(C)cc(C)n2)cc1 | 6.0 | 2.6 | 10.8 | -1.2 | 3.1 | / | 5.4 | / | -0.2 | 2.5
COc1ccccc1CNC(=O)CCC(=O)N1CCOc2ccc(Cl)cc21 | 2.9 | -5.1 | 19.6 | -11.2 | 2.4 | -0.3 | -1.7 | -2.4 | 9.4 | 1.9
Cc1cc2cc3c(cc2nc1SCC(=O)Nc1c(C)cccc1C)CCC3 | -3.0 | 2.2 | 0.8 | 7.0 | 3.4 | -0.5 | -15.1 | 1.4 | 26.9 | 0.8
CC(C)(C)N(Cc1ccccc1)C(=O)COC(=O)/C=C/c1ccc2c(c1)OCO2 | 4.5 | -7.3 | 2.2 | -15.0 | 2.3 | -1.5 | -12.6 | / | / | 0.7
CCn1c(C)c(C)c2cc(C(=O)NCCCN3CCCCC3)ccc21 | 16.0 | -7.0 | -3.6 | 1.8 | -6.5 | -0.2 | 14.9 | 1.9 | 5.3 | 5.7
C/C(=N\NC(=O)c1ccccc1)c1ccc(C)c([N+](=O)[O-])c1 | -3.6 | 2.0 | 3.9 | / | 5.7 | -0.3 | -6.6 | 2.0 | -7.9 | /
COc1ccc(CC(=O)Nc2cccc(C(C)=O)c2)cc1S(=O)(=O)N1CCOCC1 | -4.8 | -4.0 | 4.6 | -17.9 | -3.9 | i | 6.0 | / | / | 1.4
Cc1ccc(C(=O)N2CCC(C(=O)Nc3cccc([N+](=O)[O-])c3)CC2)cc1 | 18.2 | -12.3 | 2.3 | 6.7 | -11.0 | -0.4 | 2.0 | 0.7 | 27.2 | 1.1
CCc1ccc(N(C(=O)c2ccco2)C(C(=O)NC2CCCC2)c2ccco2)cc1 (stereo not given) | 10.7 | 0.8 | 33.8 | -1.9 | -2.8 | / | -4.4 | 3.3 | / | /
CC(C)c1ccc(C(O)Cc2nc3ccccc3n2C)cc1 (stereo not given) | -3.6 | -1.8 | -7.7 | -9.0 | 8.6 | -0.3 | 2.0 | 4.5 | 15.5 | 6.0
Cc1ccc(-n2nc(C(=O)O)c3ccccc3c2=O)cc1C | 1.6 | -0.2 | 1.2 | -4.3 | 13.2 | -0.5 | 4.4 | -2.8 | 9.0 | /
COc1cccc(-c2cc3nc(C)cc(N4CCN(C(=O)c5ccoc5)CC4)n3n2)c1 | -0.6 | / | 25.3 | / | -8.4 | -0.4 | 7.2 | / | / | 2.4
O=C(c1ccccc1)C(CN1CCCCC1)c1ccccc1 (stereo not given) | 1.9 | / | 1.0 | 5.9 | 4.6 | i | 9.6 | / | / | 0.1
Cc1nc(CC(=O)c2ccc(O)c(C)c2O)cs1 | 16.4 | -11.8 | -1.3 | -0.3 | 2.7 | i | 0.5 | -0.2 | 0.0 | 0.4
CC(C)(C)CC(C)(C)N=C1Nc2cc(Cl)c(Cl)cc2NC12C[C@H]1CCC(=O)N3CC[C@@H](C2)[C@@H]13 (stereo not given in full) | 9.3 | / | 15.5 | 6.8 | -2.9 | 2.7 | 4.5 | / | / | 0.3
Cc1cc(-n2cnc(-c3cn[nH]c3C)n2)no1 | -6.3 | 0.2 | 2.1 | -6.2 | -0.2 | 0.1 | -0.8 | 0.9 | 20.1 | 0.1
COc1cccc(C(=O)/C=C/c2ccc(SC)cc2)c1 | -26.5 | -13.5 | 8.8 | -16.7 | 12.3 | -0.5 | 1.7 | -1.2 | 19.7 | 2.1
CC(=O)Oc1ccc2nc(/C=C/c3ccccc3)oc(=O)c2c1 | -1.8 | -1.8 | 3.5 | 5.4 | -2.3 | -0.4 | 3.1 | 3.4 | 17.9 | 12.3*
CC1(C)CN(c2ccsc2C(=O)O)C1=O | 6.9 | -8.1 | -1.3 | -8.8 | 9.1 | -0.3 | -3.3 | -2.8 | 17.5 | 0.3
CCc1ccc(C(O)c2ncc(-c3cccc(F)c3)[nH]2)cc1 (stereo not given) | 17.3 | / | 6.1 | / | -5.6 | -0.3 | / | / | / | 0.6
CN(Cc1ccccc1)CC(O)COc1ccc(CNCCOc2cccnc2)cc1 (stereo not given) | 1.3 | 4.9 | 10.5 | 3.1 | -8.0 | -0.4 | 0.3 | -1.0 | 39.3 | -1.0
CCN(CC)C(=O)C1CCCN(c2ccc([N+](=O)[O-])cc2/C=N/NC(=O)c2cccc([N+](=O)[O-])c2)C1 (stereo not given) | 8.6 | 3.8 | -0.1 | / | 0.7 | i | 1.7 | 5.9 | 26.9 | /
CCC1(O)CCCC2C3CCC4CC(=O)CCC4(C)C3C(=O)CC21C (stereo not given) | 1.3 | / | 0.6 | -17.1 | -0.2 | 3.2 | 1.5 | / | / | -1.8
COCCN(CCOC)CC(O)COC(c1ccccc1)c1ccccc1 (stereo not given) | / | 4.2 | 11.4 | -20.5 | / | -0.3 | 5.0 | -1.1 | 26.2 | /
O=C(CN1C(=O)NC2(CCCCCCC2)C1=O)Nc1c(Cl)cccc1Cl | 3.4 | 4.5 | 3.5 | -7.5 | 0.2 | i | 2.7 | / | / | -0.1

Profiles, looked up by structure. Values in the order: CCHFV vOTU inh | Rv3671c inh | Yp Topo-I inh | PriA SSB inh | PrPC surface inh | BH1578 lux ind | MazEF act | 3CLpro inhibitor | VHR inh abs | TcdB inh
Results for `COCCN(CCOC)CC(O)COC(c1ccccc1)c1ccccc1` (stereo not given) → / | 4.2 | 11.4 | -20.5 | / | -0.3 | 5.0 | -1.1 | 26.2 | /
Results for `CCN(CC)C(=O)C1CCCN(c2ccc([N+](=O)[O-])cc2/C=N/NC(=O)c2cccc([N+](=O)[O-])c2)C1` (stereo not given) → 8.6 | 3.8 | -0.1 | / | 0.7 | i | 1.7 | 5.9 | 26.9 | /
Results for `COc1cccc(C(=O)/C=C/c2ccc(SC)cc2)c1` → -26.5 | -13.5 | 8.8 | -16.7 | 12.3 | -0.5 | 1.7 | -1.2 | 19.7 | 2.1

Continuation.
SMILES | CCHFV vOTU inh | Rv3671c inh | Yp Topo-I inh | PriA SSB inh | PrPC surface inh | BH1578 lux ind | MazEF act | 3CLpro inhibitor | VHR inh abs | TcdB inh
Cc1cccc(N2C(=O)C(O)=C(C(=O)c3cccs3)C2c2ccc(F)cc2)n1 (stereo not given) | 4.1 | -1.4 | -4.1 | -4.4 | 0.5 | -0.2 | -1.0 | 5.1 | 27.6 | 0.3
Cc1nnc(NC(=O)CSc2nc(N)c(NC(=O)c3cccs3)c(=O)[nH]2)s1 | 5.1 | 7.4 | 2.8 | -22.0&-13.0&-5.0 | 7.8 | -0.4 | 2.7 | -3.8 | 16.5 | -0.2
COc1ccc2oc(C(=O)OCC(=O)Nc3ccc(C)c(S(=O)(=O)N4CCOCC4)c3)c(C)c2c1 | -12.5 | / | 7.6 | / | 2.3 | -0.7 | -1.0 | / | / | 0.0
CC1CC2c3cccc(C(=O)O)c3C(=O)N2c2ccc(Cl)cc21 (stereo not given) | 4.7 | 2.2 | 3.9 | -2.9 | 5.8 | -2.4 | 1.5 | 5.0 | 14.7 | 0.8
CC(=O)c1cccc(NC(=O)CN(C)S(=O)(=O)c2ccccc2)c1 | 10.1 | 3.9 | 6.5 | -12.1 | 7.7 | -0.2 | 10.6 | -6.8 | -6.0 | 2.1

Not all compounds are listed; the hit share may differ from the screen's.
